Bioassay records as filed in PubChem BioAssay.
CHRM4 antagonist: antagonists of human muscarinic M4 receptor (CHRM4) | P08173 | hit rate 0.73% among 360,000 | inhibition, % at 3 µM | CHO-hM4 cells, ACh EC80, Fluo-8 calcium fluorescence | AID 624125;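 active = inhibition above its plate's cutoff, the mean inhibition of sample wells plus 3 SD, cut at about 27% in these data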;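 note: 0% = acetylcholine EC80 with DMSO and 100% = DMSO without agonist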
Target sequence (P08173 whole entry, looked up): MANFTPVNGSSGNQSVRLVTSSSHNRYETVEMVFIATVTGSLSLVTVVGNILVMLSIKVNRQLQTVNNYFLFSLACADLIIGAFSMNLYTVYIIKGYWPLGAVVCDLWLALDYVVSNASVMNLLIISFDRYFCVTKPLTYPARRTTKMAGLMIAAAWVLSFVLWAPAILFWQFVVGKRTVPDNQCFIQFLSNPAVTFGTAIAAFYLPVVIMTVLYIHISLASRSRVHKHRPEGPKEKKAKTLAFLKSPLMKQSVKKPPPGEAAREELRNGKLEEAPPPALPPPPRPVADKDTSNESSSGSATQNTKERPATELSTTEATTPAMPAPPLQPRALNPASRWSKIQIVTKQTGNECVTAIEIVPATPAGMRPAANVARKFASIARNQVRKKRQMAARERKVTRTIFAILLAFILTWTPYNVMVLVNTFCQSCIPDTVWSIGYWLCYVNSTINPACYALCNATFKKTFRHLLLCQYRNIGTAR
CHRM1 PAM: human CHRM1 positive allosteric modulation. hit rate 0.088% among 360,000. P11229. AID 588819. activation, % at 3 µM. CHO-K1 hM1, Fluo-8 calcium fluorescence, ACh EC20; 0% = ACh EC20, 100% = maximal ACh; in the data active = activation above about 19%, passing the limit was not always enough
Target sequence (P11229 whole entry, looked up): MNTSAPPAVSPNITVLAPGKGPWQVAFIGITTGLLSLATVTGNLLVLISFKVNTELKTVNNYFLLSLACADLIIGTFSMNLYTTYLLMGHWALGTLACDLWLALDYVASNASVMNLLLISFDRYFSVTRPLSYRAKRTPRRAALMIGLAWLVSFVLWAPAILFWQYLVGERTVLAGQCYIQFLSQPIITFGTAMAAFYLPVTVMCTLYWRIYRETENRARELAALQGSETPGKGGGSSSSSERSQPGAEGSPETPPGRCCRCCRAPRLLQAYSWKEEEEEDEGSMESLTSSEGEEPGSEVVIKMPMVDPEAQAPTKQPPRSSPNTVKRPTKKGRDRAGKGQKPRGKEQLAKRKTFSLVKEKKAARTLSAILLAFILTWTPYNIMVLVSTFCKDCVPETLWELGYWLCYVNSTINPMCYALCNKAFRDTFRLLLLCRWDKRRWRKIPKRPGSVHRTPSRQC
M5 PAM: CHRM5 positive allosteric modulation; hit rate 0.3% among 360,000; P08912; CHO-K1 hM5, Fluo-8 calcium, ACh EC20 PAM; 0% = ACh EC20, 100% = ACh EC100; activation, % at 3 µM;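 active = activation above the run cutoff, the mean activation of all test compounds plus 3 SD, cut at about 18% in these data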
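system = human M5 receptor in CHO-K1 cells | reagent = EC20 acetylcholine as agonist stimulus | compound dosing = single-point, 3 µM nominal | incubation = Fluo-8 loading 80 min at 37 °C plus 30 min room temperature | detection = Fluo-8 calcium dye fluorescence, kinetic read | benchmarks = low control EC20 acetylcholine (0%), high control EC100 acetylcholine (100%)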
CHRM4 agonist: agonists of human muscarinic M4 receptor (CHRM4); P08173; CHO-K1 hM4/Gqi5, Fluo-8 calcium fluorescence; vehicle 0%, full acetylcholine response 100%; activation, % at 3 µM; hit rate 0.14% among 360,000;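 active = activation above the run mean over all test wells plus 3 SD, cut at about 32% in these data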;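 note: peak over basal fluorescence ratio per well then scaled between controls; 0% = DMSO wells and 100% = acetylcholine at EC100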
CRFR2-BP ag: CRF-BP/CRF-R2 complex agonism; hit rate 0.46% among 350,000; HEK293 CRF-R2/CRF-BP, calcium dye fluorescence (FLIPR); percent of saturating CRF peptide response; AID 588473; activation, % at 13.2 µM;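 active = activation of at least 50%, plus an integration ratio under a set limit after plate pattern correction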;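 note: plate controls were neutral control wells without compound for no effect and CRF at EC100 for full effect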
CHRM4 PAM: CHRM4 positive allosteric modulation | P08173 | AID 624126 | CHO-K1 hM4/Gqi5, Fluo-8 calcium fluorescence, ACh EC20; 0% = ACh EC20, 100% = maximal ACh | hit rate 0.4% among 360,000 | activation, % at 3 µM;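 active = activation above its plate's cutoff, the mean activation of sample wells plus 3 SD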; note: some results filed as inactive read as strong as hits
CRFR2-BP antag: CRF-BP/CRF-R2 complex antagonism; hit rate 0.59% among 350,000; inhibition, % at 11.8 µM; AID 588475; HEK293 CRF-R2/CRF-BP, CRF-induced calcium fluorescence;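 active = inhibition of the ligand-induced calcium signal above about 50% at the single tested concentration, limit read from the data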
CHRM5 agonist: CHRM5 agonism in calcium assay; P08912; CHO-K1 hM5 cells, Fluo-8 calcium fluorescence; 0% DMSO wells, 100% maximal acetylcholine response; activation, % at 3 µM; hit rate 0.19% among 360,000; AID 624037;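 active = activation above the run's mean over test compounds plus 3 SD, cut at about 23% in these data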;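 note: signal is peak over basal fluorescence ratio across the kinetic read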
CHRM5 antagonist: CHRM5 antagonism in calcium assay | inhibition, % at 3 µM | hit rate 0.59% among 360,000 | CHO-hM5 cells, Fluo-8 calcium fluorescence, ACh EC80 | P08912 | AID 624040;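 active = inhibition above a per-plate cutoff, the mean of that plate's test compounds plus 3 SD, cut at about 27% in these data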;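 note: 0% = acetylcholine EC80 with DMSO and 100% = DMSO without agonist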
Active calls of the source: *; . = not tested or not shown.

1. CC1CCc2sc(NC(=O)c3ccc(N4C(=O)CCC4=O)cc3)c(C(N)=O)c2C1 (configuration not stated)
2. Cc1cc(C)nc(N(C#N)CC(=O)N2CCC(C(N)=O)CC2)n1
3. CCNC(=O)OCc1cn(-c2ccccc2)nn1
4. CCCN1CCC(=O)N(CCSc2ccccc2)CC1
5. COc1ccccc1OC1OC2COC(c3ccco3)OC2C(O)C1NC(C)=O (configuration not stated)
6. CC(NC(=S)Nc1ccc(OC(F)F)cc1)c1ccc(F)cc1 (configuration not stated)
7. O=C(NCc1ccccc1)C1=C[C@H](C2CC2)C[C@H](OCc2ccc(CO)cc2)O1
8. CCN(CC)C(NC(=O)c1ccccc1)C(=O)c1ccccc1 (configuration not stated)
assay / compound	1	2	3	4	5	6	7	8
CHRM4 agonist	0	0	1	1	1	18	0	0
CRFR2-BP ag	-0.3	-0.6	-2.8	1.6	-0.2	22	-1.6	-2.5
M5 PAM	3	6	2	-2	-1	-23	-3	-5
CRFR2-BP antag	-26	27	-4	-6	-1	-22	7	10
CHRM4 PAM	0	-1	9	5	4	-14	-1	0
CHRM1 PAM	7	2	10	8	5	-4	-8	8
CHRM4 antagonist	3	1	1	-2	-10	13	15	0
CHRM5 agonist	1	-3	-1	0	1	8	-2	-3
CHRM5 antagonist	-5	-5	-9	-1	0	16	9	-2

9. Cc1nc(SCC(=O)NC2(C#N)CCCC2)n(CC(C)C)c1C
10. Cc1ccc(NC(=O)c2sc3ncn(CC(=O)N4CCN(c5ccccn5)CC4)c(=O)c3c2C)cc1F
11. CC1(C(=O)NS(=O)(=O)Cc2ccccc2)CCN1C(=O)C1(c2ccc(Cl)cc2)CCC1 (configuration not stated)
12. O=C(CN(C(=O)Cn1nnc(-c2cccs2)n1)c1ccc2c(c1)OCCO2)NCC1CCCO1 (configuration not stated)
13. Cc1ccc2c(C)c(C(=O)N3CCN(C4CCS(=O)(=O)C4)CC3)oc2c1C (configuration not stated)
14. Cc1cccc(C(O)c2ncc(-c3cccc(C(F)(F)F)c3)[nH]2)c1C (configuration not stated)
15. CCCC(C)NC(=O)CN1C(=O)c2cccc3cccc1c23 (configuration not stated)
16. COc1ccc(NC(=O)Nc2ccc(C(=O)N3CCOCC3)cc2)cc1
assay / compound	9	10	11	12	13	14	15	16
CHRM4 agonist	3	13	0	1	3	4	0	1
CRFR2-BP ag	-0.9	-0.2	.	-4.0	-2.7	.	0.3	0.0
M5 PAM	-2	-16	0	11	-2	-4	-1	4
CRFR2-BP antag	7	-7	.	27	3	.	27	0
CHRM4 PAM	-5	-9	-1	14	0	7	-7	3
CHRM1 PAM	3	-18	9	3	9	1	-1	0
CHRM4 antagonist	-8	7	0	-3	-5	-17	8	-6
CHRM5 agonist	-5	-4	0	-4	-3	0	0	-5
CHRM5 antagonist	-2	15	10	-4	1	4	7	-7

17. Cc1nnsc1C(=O)NC1CCCc2c1cnn2-c1ccccc1F (configuration not stated)
18. Cc1cccc(NC(=O)c2ncn3c2C(=O)NC[C@H]3C)c1
19. CCc1ccc(NC(=O)CCc2nc3cccnc3n2Cc2ccc(OC)cc2)cc1
20. O=C1NN=C(c2ccc(Br)cc2)CC1c1ccc(Cl)cc1 (configuration not stated)
21. CC(Cc1cccnc1)NC(=O)c1cc(COc2ccc(F)cc2F)on1 (configuration not stated)
22. COc1ccccc1CNc1ncnc2sccc12
23. CCc1ccc(N(C(=O)c2snc(C(N)=O)c2N)C(C(=O)NC2CCCC2)c2ccco2)cc1 (configuration not stated)
24. COc1ccc(NC(=S)Nc2ccc3c(c2)c(=O)n(C)n3-c2ccccc2)cc1
assay / compound	17	18	19	20	21	22	23	24
CHRM4 agonist	10	1	-1	-1	7	13	5	1
CRFR2-BP ag	1.1	0.1	-1.7	29	-2.2	0.0	0.3	.
M5 PAM	-9	-4	-4	-1	-7	-13	-3	-1
CRFR2-BP antag	-4	4	1	-33	-2	-7	-10	.
CHRM4 PAM	-1	-1	-2	5	-6	-5	1	2
CHRM1 PAM	1	-4	-5	14	4	0	-6	6
CHRM4 antagonist	3	7	7	-12	1	1	-1	-4
CHRM5 agonist	6	0	-2	-4	2	5	1	-1
CHRM5 antagonist	8	11	3	-3	5	27*	13	3

25. Cc1ccc2[nH]c(=O)c(CN(CCc3ccccc3)C(c3nnnn3Cc3ccco3)C(C)C)cc2c1 (configuration not stated)
26. CNC(=O)C1CCN(S(=O)(=O)c2c(C)noc2/C=C/c2cccc(C)c2)CC1
27. Cc1ccc(S(=O)(=O)N2CCN(C(=O)COC(=O)/C=C/c3ccc(F)cc3)CC2)c(C)c1
28. COc1ccccc1C(=O)NC(=O)COC(=O)C1(C)CC1(Cl)Cl (configuration not stated)
29. Cc1c(C(=O)OC(C)C)sc(NC(=O)c2cnccn2)c1C(=O)OC(C)C
30. CC(=O)Nc1nc2c(F)cccc2s1
31. COc1cccc(N2C(=O)Nc3ccc(Br)cc3C2(O)C(=O)NCCCN(C)C)c1 (configuration not stated)
32. O=[N+]([O-])c1cc2c(cc1Br)-c1ccccc1C2
assay / compound	25	26	27	28	29	30	31	32
CHRM4 agonist	0	1	1	0	1	1	1	2
CRFR2-BP ag	0.4	-1.4	1.1	0.7	4.5	-1.0	0.4	-0.3
M5 PAM	1	4	0	1	5	-4	-4	-7
CRFR2-BP antag	-16	-2	6	-2	-19	19	0	2
CHRM4 PAM	4	1	0	13	12	-5	-1	-2
CHRM1 PAM	12	4	-2	8	17	0	-3	-10
CHRM4 antagonist	-3	-3	4	1	3	-17	4	-3
CHRM5 agonist	0	-4	-1	4	1	0	-2	2
CHRM5 antagonist	3	-5	-2	4	-3	2	4	19

33. O=C1CSC(c2ccc([N+](=O)[O-])cc2)N1c1ccccc1 (configuration not stated)
34. CCOC(CCNC(=O)CCC(=O)Nc1ccc2nc(N3CCN(C)CC3)cc(C)c2c1)OCC
35. O=C(Nc1cscc1S(=O)(=O)c1ccc(Cl)cc1)c1ccccc1Cl
36. CC(C)(C)NC(=O)Nc1cccc(Cl)c1Cl
37. O=C(Cn1ccc2ccccc2c1=O)NCCC(=O)N1CCN(c2cccc(C(F)(F)F)c2)CC1
38. Nc1c(C(=O)NCc2ccco2)nnn1CC(=O)Nc1ccc2c(c1)OCO2
39. Cc1ccc(-n2nc3c(c2NC(=O)c2ccc4c(c2)OCO4)CS(=O)C3)cc1 (configuration not stated)
40. Cc1cc(C)n(C(=O)c2ccc(C)o2)n1
assay / compound	33	34	35	36	37	38	39	40
CHRM4 agonist	0	0	-1	0	9	0	1	0
CRFR2-BP ag	-8.6	4.0	4.5	5.3	-0.6	0.1	-1.8	0.6
M5 PAM	-3	-5	4	-3	-6	4	-2	4
CRFR2-BP antag	10	-5	10	-11	-1	-8	-9	-4
CHRM4 PAM	4	-7	-1	-9	-11	3	0	-2
CHRM1 PAM	5	0	10	5	0	4	-4	4
CHRM4 antagonist	-3	2	3	-4	6	-4	0	4
CHRM5 agonist	-6	-1	-7	-3	3	0	-1	-2
CHRM5 antagonist	4	9	-5	-4	6	3	1	-8

41. COc1ccccc1C(=O)NC(=O)COC(=O)c1cccc(NC(C)=O)c1
42. O=C(O)C(C(=O)Oc1ccccc1)C(C(=O)O)C(=O)Oc1ccccc1 (configuration not stated)
43. CCN(CC(=O)NCc1ccc(F)cc1)c1ccc(S(C)(=O)=O)cc1[N+](=O)[O-]
44. CCc1ccc2c(c1)C1(NN=C(c3ccc(C)cc3)S1)C(=O)N2 (configuration not stated)
45. CCCCN1C(=O)C(C(=O)OCC)CC2=C1CCCC2=O (configuration not stated)
46. CCOC(=O)c1c(C)n(C)c2cc(Br)c(C)cc12
47. COc1ccc(S(=O)(=O)N2c3ccccc3OCC2C)cc1 (configuration not stated)
48. O=C(Nc1ccccc1F)c1ccc(Cn2cc(Br)cn2)cc1
assay / compound	41	42	43	44	45	46	47	48
CHRM4 agonist	1	0	1	-1	2	1	0	2
CRFR2-BP ag	-0.3	-1.1	-0.1	0.2	-1.4	0.4	0.6	-0.9
M5 PAM	-4	-1	1	-10	5	-3	3	1
CRFR2-BP antag	0	3	-13	-5	13	-1	8	2
CHRM4 PAM	-4	-1	1	-4	5	-5	2	-2
CHRM1 PAM	3	1	13	-10	-2	5	2	5
CHRM4 antagonist	13	-1	8	2	-17	5	0	-2
CHRM5 agonist	-1	2	4	-4	-1	-1	-9	0
CHRM5 antagonist	10	6	-2	-2	-9	9	0	2

49. CCCC(=O)Nc1ccc(-c2nc3cc(C)ccc3o2)cc1
50. O=C(NCc1ccc2c(c1)OCO2)c1ccc(S(=O)(=O)N2CCCCC2)cc1
51. O=C(NC(=S)Nc1cc(Cl)ccc1N1CCOCC1)c1ccc(-c2cccc(Cl)c2)o1
52. O=C(O)CCS(=O)(=O)c1cccc2cccnc12
53. Cc1c(C(=O)NCc2cccnc2)oc2ccc(S(=O)(=O)N3CCC4(CC3)OCCO4)cc12
54. O=C(CCn1nnc2ccccc21)OCC(=O)c1ccc(F)cc1
55. FC(F)(F)c1ccccc1NC(=S)Nc1cccc2cnccc12
56. Cc1ccc(C)c(N(C)S(=O)(=O)c2cccc3nsnc23)c1
assay / compound	49	50	51	52	53	54	55	56
CHRM4 agonist	4	8	6	2	10	0	1	-1
CRFR2-BP ag	0.2	0.0	-0.9	2.2	1.6	0.6	-7.0	0.0
M5 PAM	-1	-7	0	4	-5	-4	-7	4
CRFR2-BP antag	-10	7	-1	0	18	1	2	27
CHRM4 PAM	-7	-10	5	4	-1	-3	0	4
CHRM1 PAM	0	-3	4	13	-1	0	-4	1
CHRM4 antagonist	6	2	3	-6	1	7	6	3
CHRM5 agonist	1	3	1	2	6	1	4	-5
CHRM5 antagonist	1	10	-4	0	3	7	12	-7

Molecules above containing an aryl methoxy group (9):
5. COc1ccccc1OC1OC2COC(c3ccco3)OC2C(O)C1NC(C)=O (configuration not stated)
16. COc1ccc(NC(=O)Nc2ccc(C(=O)N3CCOCC3)cc2)cc1
19. CCc1ccc(NC(=O)CCc2nc3cccnc3n2Cc2ccc(OC)cc2)cc1
22. COc1ccccc1CNc1ncnc2sccc12
24. COc1ccc(NC(=S)Nc2ccc3c(c2)c(=O)n(C)n3-c2ccccc2)cc1
28. COc1ccccc1C(=O)NC(=O)COC(=O)C1(C)CC1(Cl)Cl (configuration not stated)
31. COc1cccc(N2C(=O)Nc3ccc(Br)cc3C2(O)C(=O)NCCCN(C)C)c1 (configuration not stated)
41. COc1ccccc1C(=O)NC(=O)COC(=O)c1cccc(NC(C)=O)c1
47. COc1ccc(S(=O)(=O)N2c3ccccc3OCC2C)cc1 (configuration not stated)
assay / compound	5	16	19	22	24	28	31	41	47
CHRM4 agonist	1	1	-1	13	1	0	1	1	0
CRFR2-BP ag	-0.2	0.0	-1.7	0.0	.	0.7	0.4	-0.3	0.6
M5 PAM	-1	4	-4	-13	-1	1	-4	-4	3
CRFR2-BP antag	-1	0	1	-7	.	-2	0	0	8
CHRM4 PAM	4	3	-2	-5	2	13	-1	-4	2
CHRM1 PAM	5	0	-5	0	6	8	-3	3	2
CHRM4 antagonist	-10	-6	7	1	-4	1	4	13	0
CHRM5 agonist	1	-5	-2	5	-1	4	-2	-1	-9
CHRM5 antagonist	0	-7	3	27*	3	4	4	10	0
